PI4K2A inh – qHTS for small molecular inhibitors of PI4K2A | Phosphatidylinositol 4-kinase type 2-alpha (Homo sapiens), Q9BTU6 | purified PI4K2A, ADP-Glo luminescence, 1 h; active compounds read low | activity change, negative = inhibition, % at 76.9 µM | actives 0.13% (n = 420,000); in the data active means activity change below about -50%; inconclusive means mostly about -30% to -49%;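 further: -100% = wells without enzyme as full effect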
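PI4K2A activity was measured by ADP-Glo luminescence: enzyme (4 ug/mL stock) and phosphatidylinositol (1.2 mM stock) in Tris pH 7.5/MgCl2/EGTA/Triton X-100 buffer were reacted with ATP (300 microM stock) for one hour at ambient temperature.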
ERG-DNA inh – qHTS for Small Molecule Inhibitors of the ERG Ets/DNA interaction. Transcriptional regulator ERG (Homo sapiens), P11308. fluorescence polarization, His-ERG Ets domain / labelled DNA. Potency, µM (highest dose often 76.9 µM), for the others: at the highest dose FP activity, negative = inhibition, usual class: inhibitors. actives 0.028% (n = 370,000). AID 624246, 2012; active means well fitted inhibition curve with a large enough effect in the polarisation, with a control signal flat; inconclusive means small, poorly fitted or top-dose-only effect, or effect the other way, or a change in a side signal; inactive means no such curve, though single readings can be large or run the other way; the % refers to the polarisation;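 further: polarization taken with two DNA probes labelled with fluorescein and Texas red; potency means the concentration at half of the fitted maximal effect; % of control where 0% means no effect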
Target sequence (P11308 whole entry, looked up, the tested form may be a part): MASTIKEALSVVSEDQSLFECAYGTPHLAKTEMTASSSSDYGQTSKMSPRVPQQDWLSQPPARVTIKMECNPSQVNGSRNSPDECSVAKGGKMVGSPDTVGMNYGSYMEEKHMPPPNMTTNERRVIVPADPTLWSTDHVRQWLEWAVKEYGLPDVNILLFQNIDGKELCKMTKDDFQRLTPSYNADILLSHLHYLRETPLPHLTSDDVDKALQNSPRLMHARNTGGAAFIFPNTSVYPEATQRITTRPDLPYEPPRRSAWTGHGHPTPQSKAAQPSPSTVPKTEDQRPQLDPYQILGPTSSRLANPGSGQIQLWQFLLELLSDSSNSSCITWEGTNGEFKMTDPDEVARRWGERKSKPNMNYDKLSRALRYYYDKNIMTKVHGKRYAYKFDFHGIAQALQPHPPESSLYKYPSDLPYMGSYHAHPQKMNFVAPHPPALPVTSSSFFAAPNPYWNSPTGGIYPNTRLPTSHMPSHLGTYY
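His-tagged ERG Ets domain (1 uM in the protein solution; 300mM KCl, 50mM Tris-HCl, 1mM EDTA, 1mM DTT, pH 7.5) received compound, then a probe mix of 5 nM fluorescein-DNA and 100nM Texas-615-DNA. Fluorescence polarization was read for both dyes.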
BAZ2B block – qHTS Assay for Inhibitors of BAZ2B | Bromodomain adjacent to zinc finger domain protein 2B (Homo sapiens), Q9UIF8 | AlphaScreen BAZ2B-H3K14Ac peptide displacement | Potency, µM (highest dose often 114 µM), for inactives: at the highest dose activity change, negative = inhibition, usual class: inhibitors | actives 4.4% (n = 360,000) | AID 504333, 2011; further: potency means the concentration at half of the fitted maximal effect; on the % scale 0 is the no-effect control and ±100 the full control effect; nearly all actives have a fitted effect of over 60% in size
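BAZ2B 50 nM plus b-H3(5-23)K14Ac 50 nM, PBS pH 7.4/0.01% Tween-20, 30 min RT; compound added (max 110 uM), 30 min RT; streptavidin donor/Ni-chelate acceptor beads 10 ug/mL final, 20 min dark; AlphaScreen read.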
HP1b binding inh – HTS for Inhibitors of HP1-beta Chromodomain Interactions with Methylated Histone Tails | Chromobox protein homolog 1 (Homo sapiens), P83916 | AlphaScreen HP1-beta / biotin-H3K9me3 peptide binding | Potency, µM (doses to about 114 µM), for the others: top-dose activity change, negative = inhibition, usual class: inhibitors | actives 0.56% (n = 390,000) | AID 540317, 2011; further: potency means the concentration at half of the fitted maximal effect; nearly all actives have a fitted effect of over 70% in size; inactives centre near 23
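HP1-beta protein (50 nM final) preincubated 30 min at room temperature with biotinylated H3(1-18)K9me3 peptide (50 nM) in PBS pH 7.4, 0.01% Tween-20, then compound added for 30 min. AlphaScreen streptavidin donor/nickel chelate acceptor beads (10 ug/mL final), 30 min dark, luminescence read.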
PGK inhibitor – qHTS Assay to Find Inhibitors of Phosphoglycerate Kinase | Phosphoglycerate kinase, glycosomal (Trypanosoma brucei brucei), P07378 | PGK/GAPDH coupled, Kinase-Glo luminescence, 60 min | Potency, µM (titrated, usually from 57.5 µM), inactives show at the top dose activity change, negative = inhibition, most hits filed as inhibitors | actives 0.043% (n = 380,000) | AID 602233, 2012; further: potency means the concentration at half of the fitted maximal effect; on the % scale 0 is the no-effect control and ±100 the full control effect; nearly all actives have a fitted effect of over 60% in size
Target sequence (P07378 whole entry, looked up): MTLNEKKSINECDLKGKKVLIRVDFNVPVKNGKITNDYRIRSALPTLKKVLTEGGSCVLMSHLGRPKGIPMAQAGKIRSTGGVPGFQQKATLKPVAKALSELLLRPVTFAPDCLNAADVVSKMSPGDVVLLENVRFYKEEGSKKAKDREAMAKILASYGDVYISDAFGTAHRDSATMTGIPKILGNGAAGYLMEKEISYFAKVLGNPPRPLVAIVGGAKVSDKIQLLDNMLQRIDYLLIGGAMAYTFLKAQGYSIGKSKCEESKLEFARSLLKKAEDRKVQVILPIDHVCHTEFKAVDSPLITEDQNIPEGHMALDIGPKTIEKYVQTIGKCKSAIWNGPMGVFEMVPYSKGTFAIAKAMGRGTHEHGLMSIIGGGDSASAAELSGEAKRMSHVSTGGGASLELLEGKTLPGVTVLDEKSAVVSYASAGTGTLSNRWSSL
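Luminescent ATP detection (Kinase-Glo Plus) follows a 60-minute room-temperature incubation, with wells lacking PGK as controls. Buffer: 100 mM TEA (pH 7.6), 5 mM MgCl2, 0.01% Tween-20. Coupling enzyme GAPDH (100 nM final) supplies unstable 1,3-BPG in-well.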
G9a inh – qHTS Assay for Inhibitors of Histone Lysine Methyltransferase G9a; Histone-lysine N-methyltransferase EHMT2 (Homo sapiens), Q96KQ7; G9a H3K9 monomethylation, AlphaScreen, 2 h; Potency, µM (top dose mostly 102 µM), inactives show at the top dose activity, negative = inhibition, hits mostly inhibitors; actives 8.8% (n = 350,000); further: potency means the concentration at half of the fitted maximal effect; on the % scale 0 is the no-effect control and ±100 the full control effect; nearly all actives have a fitted effect of over 75% in size
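G9a (20 nM) preincubated 15 min RT with compounds, then 500 nM biotinylated H3K9 peptide and 20 uM SAM added; 2 h RT reaction. Monomethyl-H3K9 product detected by AlphaScreen with anti-H3K9me1 antibody, streptavidin donor and anti-rabbit IgG acceptor beads.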
JMJD2A Tudor – qHTS Assay for Inhibitors of JMJD2A-Tudor Domain; Lysine-specific demethylase 4A (Homo sapiens), O75164; AlphaScreen JMJD2A-Tudor / H3K4me3 peptide binding; Potency, µM (titrated, usually from 114 µM), without a hit: at the top dose activity change, negative = inhibition, actives largely listed as inhibitors; actives 4.4% (n = 390,000); further: potency means the concentration at half of the fitted maximal effect; on the % scale 0 is the no-effect control and ±100 the full control effect; nearly all actives have a fitted effect of over 50% in size
GLS inh – qHTS for Inhibitors of Glutaminase (GLS). Potency, µM (top dose mostly 45.5 µM), for the others: at the highest dose activity change, negative = inhibition, actives largely listed as inhibitors. AID 624170, 2012. actives 0.21% (n = 410,000). Glutaminase kidney isoform, mitochondrial (Homo sapiens), O94925. GLS enzymatic activity, qHTS titration; further: potency means the concentration at half of the fitted maximal effect; on the % scale 0 is the no-effect control and ±100 the full control effect
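Human kidney-isoform GLS in 45 mM KH2PO4 pH 8.2, 0.02% Tween-20, with compound, started with 1mM L-Glutamine (added stock). Glutamate oxidase/HRP/Amplex red coupled fluorescence read at start and after 30 min at RT.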
Pin1 inh – qHTS Assay to Find Inhibitors of Pin1 | Potency, µM (doses to about 115 µM), for the others: at the top dose activity, negative = inhibition, hits mostly inhibitors | Pin1 FP peptide displacement, HiFluor488, 10 min | AID 504891, 2011 | actives 0.009% (n = 390,000); active means well fitted inhibition curve with a large enough effect in the polarisation, with a control signal flat, not every such curve was filed as active; inconclusive means small, poorly fitted or top-dose-only effect, or effect the other way, or a change in a side signal; inactive means no such curve, though single readings can be large or run the other way; the % refers to the polarisation; further: potency means the concentration at half of the fitted maximal effect; on the % scale 0 is the no-effect control and ±100 the full control effect
Target sequence (Q13526 whole entry, looked up): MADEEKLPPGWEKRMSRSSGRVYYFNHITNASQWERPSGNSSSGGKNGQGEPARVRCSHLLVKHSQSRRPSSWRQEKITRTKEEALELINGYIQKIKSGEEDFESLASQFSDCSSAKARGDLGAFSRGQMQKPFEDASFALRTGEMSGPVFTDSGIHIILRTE
Active calls of the source: *; i = inactive; ? = inconclusive; . = no result given; & = joins results of further samples; [ ] = another dose, or the depositor's remark. Unless noted, the call rests on the fitted dose curve; in most records, active means well fitted curve in the direction sought with a large enough effect; inconclusive means small, poorly fitted or top-dose-only effect, or another doubt; inactive means no such curve, though single readings can be large; an effect the other way counts as inactive or inconclusive. Compounds as they come; any-hit rate near 11%.

| smiles | PI4K2A inh | ERG-DNA inh | BAZ2B block | HP1b binding inh | PGK inhibitor | G9a inh | JMJD2A Tudor | GLS inh | Pin1 inh |
| --- | --- | --- | --- | --- | --- | --- | --- | --- | --- |
| CCC(C(=O)OCC(=O)Nc1ccc(C(=O)Nc2ccc(OC)cc2)cc1)c1ccccc1 (stereo unspecified) | 3 | 0% | -21% | 20% | 1% | 3%[59 µM] | 1% | 14% | -2% |
| c1ccc(COc2ncnc3c2ncn3CCCNCc2ccccn2)cc1 | 2 | -13% | . | 33% | 4% | . | -29% | 0% | 2% |
| CCOc1cc(/C=N/Nc2nc(C)cc(=O)[nH]2)ccc1O | 0 | -2% | -9% | 39% | 6% | -35%[2.33 µM] | -14% | 31%[activator] | -2% |
| OCCC1CN(Cc2cccc3c2OCO3)CCN1C1CCCC1 (stereo unspecified) | -3 | -8% | ? | 42%[activator] | -2% | 0% | -6% | 1% | -4% |
| CCCCN(CC)C(=O)Cn1cnc2ccc(S(=O)(=O)N3CCC(C)CC3)cc2c1=O | -2 | 2% | 14% | 19% | -7% | 12%[59 µM] | -15% | -2% | 7% |
| CCN(Cc1ccccc1)C(=O)c1ccccc1C | 6 | 7% | 4% | 11% | i | -34%[12.7 µM] | -7% | -18% | 0% |
| O=C(CNC(=O)c1ccc(Cl)cc1Cl)OCc1ccccc1 | -9 | 12% | 0% | 55%[activator] | -2% | 2% | 26% | -6% | -2% |
| Cc1cccc(N=C(NO)c2nonc2N)c1 | -3 | 1% | -3% | 28% | -5% | 6% | -4%[57.1 µM] | 9% | -8% |
| O=C(Nc1nnc(-c2cccs2)o1)c1ccco1 | -3 | 6% | 35µM* | 45%[activator] | -7% | 10µM* | 45µM* | -5% | -2% |
| COc1cccc(NC(=O)C2CCN(c3cc(C)nc4c(-c5ccc(Cl)cc5)c(C)nn34)CC2)c1 | 1 | 0% | -6% | 14% | 8% | -39%[59 µM] | -1% | 0% | 3% |
| Cc1ccc(S(=O)(=O)NCC(=O)N(CC(=O)NC(C)(C)C)Cc2cccs2)cc1 | 0 | -3% | 22% | 28% | -3% | -14% | -22% | -19% | -2% |
| O=C(Nc1ccc(F)cc1F)N1CCCN(CCOc2ccccc2)CC1 | 4 | 10% | 0% | 17% | -2% | -4% | -21% | -6% | -3% |
| CCC(C)c1ccc(S(=O)(=O)N2CCN(C(C)C(=O)NC3CCCC3)CC2)cc1 (stereo unspecified) | 4 | 21% | -5% | 25% | -2% | -51%[12.7 µM] | -5% | -13% | 8% |
| Cc1ccccc1C(=O)Nc1ccc(Br)cn1 | -4 | . | 5% | 38% | -9% | 2% | 5% | -8% | -4% |
| Cc1c(C(=O)N(CCC#N)c2ccccc2)sc2nc3n(c(=O)c12)CCCC3 | -2 | -9% | -16% | 61%[activator] | -10% | -7% | -14% | 0% | -4% |
| CCOC(=O)C1CCC(CN(Cc2ccccc2)S(=O)(=O)c2ccc(Br)cc2)CC1 (stereo unspecified) | 3 | -1% | 16% | 57%[activator] | 0% | 39%[59 µM] | 4% | 6% | 3% |
| Cc1ccc(C(=O)CS(C)(=O)=O)cc1 | 3 | 0% | 5% | 23% | -5% | -3%[59 µM] | -11% | 4% | -9% |
| C=CCNC(=O)c1c(N)n(-c2cccc(S(N)(=O)=O)c2)c2nc3ccccc3nc12 | 6 | 1% | . | 69%[activator] | 3% | 14%[59 µM] | 21% | 1% | 4% |
| COc1cccc(COC(=O)c2ccc(S(=O)(=O)N3CCC(C)CC3)cc2)c1OC | 3 | -2% | 20% | 58%[activator] | -9% | 8%[0.501 µM] | 19% | -2% | 10% |
| Cc1cc2c(cc1C)C(=O)NC(C)(C)C2 | 8 | 2% | ? | 12% | . | 8%[59 µM] | -7% | 1% | 0% |
| CC1CCC(CN2CCN=C2Nc2ccccc2)CC1 (stereo unspecified) | -6 | -3% | -2% | 67%[activator] | 2% | 10% | -13% | -4% | 5% |
| COc1ccc(-n2c(C)cc(C(=O)CN3C(=O)c4ccccc4C3=O)c2C)cc1 | -4 | 11% | -35% | 11% | -3% | 1%[59 µM] | -28% | -2% | 11% |
| CCOC(=O)N1CCN(C(=O)Cn2nc(C)n3nc(-c4ccc(CC)cc4)cc3c2=O)CC1 | 3 | 10% | 4% | 15%[57 µM] | i | 10% | -7% | -3% | 2% |
| CC(=O)NC1CC2CCCC(C1)N2CC(=O)N1CCCc2ccccc21 (stereo unspecified) | 8 | 1% | 0% | 15% | 1% | 14%[59 µM] | -19% | 2% | 1% |
| CCCN(CCC)C(=O)C1CCCN1S(=O)(=O)c1cccc2nsnc12 (stereo unspecified) | -5 | 5% | -12% | 24% | -5% | 34% | -8%[11.4 µM] | -1% | 3% |
| OCC(O)CN1CCCC1 (stereo unspecified) | -1 | 11% | -7% | 10% | 4% | 11% | -12% | 5% | -3% |
| COc1cccc(C(=O)NN=C2CCCC2)c1 | 3 | -3% | -3% | 12% | 0% | 16% | -14% | 7% | 8% |
| Cc1ccccc1-c1n[nH]c(=S)o1 | -13 | 1% | -35% | 39% | -5% | 13µM* | ? | 10% | -1% |
| O=C1CN(c2nc(-c3cccs3)nc3sc4c(c23)CCCC4)CCN1 | -4 | 17% | -30% | 36%[activator] | 9% | 8%[12.7 µM] | -19% | 0% | 15% |
| CCOc1ccc(Sc2cc(C(=O)NCCc3ccccc3)c3ccccc3n2)cc1 | -2 | 0% | 5% | 18% | 12% | 10%[59 µM] | -1% | -5% | 6% |
| CNC(=S)N/N=C/c1c(C)nn(-c2cccc(Cl)c2)c1Cl | 0 | 1% | -6% | -1% | -6% | 20% | -9% | 4% | 3% |
| Cc1noc(/C=C/N(C)C)c1S(=O)(=O)N1CCC(C(=O)O)CC1 | -9 | 0% | 5% | 32%[activator] | -4% | 4%[59 µM] | -8% | 6% | 0% |
| CN(Cc1ccccc1)C(=O)COC(=O)c1ccc(=O)n(Cc2ccccc2)n1 | 0 | 3% | 8% | 10% | i | 19%[0.501 µM] | -11% | 3% | -1% |
| O=S(=O)(NCCc1ccccc1)c1cnc(Cl)c(Br)c1 | 6 | 5% | 4% | 43%[activator] | -2% | 35% | 14% | 1% | -2% |
| Cc1ccc(NCc2nc3ccccc3n2CCOc2ccccc2)cc1 | -1&8 | 7%&-3% | 22µM* | -23%&-3% | 7%&-12% | 2.2µM* | 16µM* | 13%&-6% | ? |
| Cc1ccc(S(=O)(=O)NNC(=O)C(O)(c2ccccc2C)c2ccccc2C)cc1 | 4 | -3% | 0% | 20% | -7% | -9%[59 µM] | -15% | 16% | 3% |
| CNC(=O)c1ccc(NC(=O)CCc2c(C)noc2C)cc1 | 0 | -12% | -3% | 19% | i | -34%[2.33 µM] | -11% | 0% | 3% |
| CC1=Nc2ccccc2/C1=C/c1c(C)[nH]c2ccccc12 | -10 | 5% | . | ? | 8% | . | 56µM* | -5% | -3% |
| O=C(OCC(=O)N1CCCc2ccccc21)c1ccccc1NCCO | 2 | -4% | 4% | 43%[activator] | -10% | 1% | 13% | -11% | -7% |
| O=C(CN(Cc1ccco1)C(=O)Cn1nnc(-c2cccs2)n1)NCC1CCCO1 (stereo unspecified) | 6 | 0% | -16% | 38% | -1% | -7% | -2% | -12% | 0% |
| CCCCCOc1ccc(C(=O)NCC(=O)NCC(=O)OCC)cc1 | 8 | -1% | -1% | 40%[activator] | 0% | -15% | 3% | 3% | -1% |

4 compounds out of the list, ordered by SMILES length, rising:
| smiles | PI4K2A inh | ERG-DNA inh | BAZ2B block | HP1b binding inh | PGK inhibitor | G9a inh | JMJD2A Tudor | GLS inh | Pin1 inh |
| --- | --- | --- | --- | --- | --- | --- | --- | --- | --- |
| CNC(=O)c1ccc(NC(=O)CCc2c(C)noc2C)cc1 | 0 | -12% | -3% | 19% | i | -34%[2.33 µM] | -11% | 0% | 3% |
| O=C(OCC(=O)N1CCCc2ccccc21)c1ccccc1NCCO | 2 | -4% | 4% | 43%[activator] | -10% | 1% | 13% | -11% | -7% |
| Cc1noc(/C=C/N(C)C)c1S(=O)(=O)N1CCC(C(=O)O)CC1 | -9 | 0% | 5% | 32%[activator] | -4% | 4%[59 µM] | -8% | 6% | 0% |
| O=C(CN(Cc1ccco1)C(=O)Cn1nnc(-c2cccs2)n1)NCC1CCCO1 (stereo unspecified) | 6 | 0% | -16% | 38% | -1% | -7% | -2% | -12% | 0% |

Compound activity from PubChem BioAssay.
